From PubChem
Rtt109 HAT inh: C. albicans Rtt109 histone acetyltransferase inhibition; Q5AAJ8; purified Rtt109/Vps75, ThioGlo CoA-SH fluorescence, 4 h; inhibition, % at 34.9 µM; 0.16% of 330,000 active;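 active means inhibition of at least 50% in every replicate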
PKA-R2B activ: PKA-R2B complex activation. activation, % at 11.4 µM. 0.079% of 340,000 active. PKA-R2B holoenzyme dissociation, Cy5-IP20 fluorescence polarization; R2B truncated from residue 108, S112A mutant; 0% DMSO only, 100% 113 µM cGMP. P22694+P31323;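 active means activation above a cutoff set at the mean over all compounds plus 3 SD, cut at about 18% in these data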;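 further: higher means more holoenzyme dissociation and a rise in polarization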
SR-BI DiI-HDL act: activators of SR-BI mediated HDL lipid uptake; CHO ldlA[mSR-BI] cells, DiI-HDL uptake fluorescence, 3 h; 100 = double the neutral-control signal; activation, % at 12.5 µM; 0.096% of 320,000 active;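 active means mean replicate activation of at least 60% and every replicate at or above 60%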;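 further: 0% = median plate neutral-control signal and 100% = twice that signal; values of inactives mirror those of a sister screen read the other way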
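Assay system: CHO ldlA[mSR-BI] cells, LDL receptor-null, SR-BI overexpressing; medium: Ham's F12 with 0.5% BSA, HEPES 25 mM, pH 7.4; also added: DiI-HDL 10 µg/mL; timing: 3 h uptake period with compound, 37 °C; signal: DiI fluorescence, bottom read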
CAL PDZ FP-1: inhibitors of human CAL PDZ peptide binding; 0.02% of 330,000 active; AID 504414; Q9HD26; inhibition, % at 20 µM; purified CAL PDZ, TMR-peptide fluorescence polarization, 1 h;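 active means highest replicate inhibition of at least 40%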;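 further: plate controls were DMSO neutral control wells for no effect and unlabeled competitor peptide control wells for full effect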
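Read-out basis: mP drop reported as inhibition | Assay system: Tagged CAL PDZ protein CerCALP, purified | Benchmarks: Unlabelled peptide for full inhibition, DMSO wells as neutral | Schedule: 1 h incubation at room temperature before polarization reading | Buffer or medium: Sodium phosphate/NaCl buffer pH 7.4 with TCEP, IgG, Thesit | Doses: Single point, 20 µM | Measured by: Fluorescence polarization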
Cardiac RTF inh: cardiac RTF calcium desensitization; inhibition, % at 7.15 µM; P19429+P45379; IANBD-labeled cardiac RTF, Ca2+ fluorescence; 0.12% of 340,000 active; AID 493244;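 active means inhibition above the mean inhibition of all tested compounds plus 3 SD, cut at about 17% in these data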;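 further: assay run at fixed EC70 calcium of 1.6 mM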
Keap1 Nrf2 FP: Keap1-Nrf2 (human) interaction inhibition; 0.15% of 340,000 active; AID 504523; inhibition, % at 9.4 µM; Q14145; Keap1 Kelch-Nrf2 peptide fluorescence polarization, 1536-well; in the data active means inhibition above about 12%;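 further: human Keap1 Kelch domain with fluorescein labeled Nrf2 9mer peptide probe; 0% = neutral control wells and 100% = peptide positive control; higher means more block of Keap1 binding to Nrf2 peptide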
Target sequence (Q14145 whole entry, looked up, the tested form may be a part): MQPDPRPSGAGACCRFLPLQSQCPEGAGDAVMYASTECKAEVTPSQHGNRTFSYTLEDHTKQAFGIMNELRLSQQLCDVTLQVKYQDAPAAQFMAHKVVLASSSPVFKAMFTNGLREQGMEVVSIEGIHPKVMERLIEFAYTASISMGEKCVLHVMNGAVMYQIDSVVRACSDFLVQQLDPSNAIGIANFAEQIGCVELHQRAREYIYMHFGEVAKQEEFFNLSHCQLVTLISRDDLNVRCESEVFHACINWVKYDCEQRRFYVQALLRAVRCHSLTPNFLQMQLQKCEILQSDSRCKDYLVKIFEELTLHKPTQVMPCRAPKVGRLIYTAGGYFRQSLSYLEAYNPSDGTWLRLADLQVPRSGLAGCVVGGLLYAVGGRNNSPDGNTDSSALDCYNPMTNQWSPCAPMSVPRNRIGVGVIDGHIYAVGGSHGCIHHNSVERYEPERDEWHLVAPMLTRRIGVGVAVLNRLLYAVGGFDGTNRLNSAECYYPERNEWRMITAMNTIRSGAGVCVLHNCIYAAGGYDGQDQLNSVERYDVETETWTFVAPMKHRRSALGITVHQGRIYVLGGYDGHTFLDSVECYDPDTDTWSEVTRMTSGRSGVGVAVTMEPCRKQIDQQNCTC
CAL PDZ FP-2: blocks peptide binding to the human CAL PDZ domain; Q9HD26; inhibition, % at 24.9 µM; AID 602252; 0.92% of 300,000 active; purified CAL PDZ, TMR-peptide fluorescence polarization, 1 h;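 active means mean inhibition of at least 30% with at least half of replicates also reaching 30%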;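 further: 0% = DMSO neutral control and 100% = excess unlabeled competitor peptide PRC23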
DAGLB inhibitor: blocks human DAGLB lipase activity. Q8NCG7. HEK293T DAGLB membrane lysate, EnzChek fluorogenic substrate. inhibition, % at 5.17 µM. 0.059% of 340,000 active. AID 504411; in the data active means inhibition above about 34%;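 further: 0% = enzyme with vehicle and 100% = wells lacking enzyme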
RTF Ca sens act: increases calcium sensitivity of human cardiac regulated thin filaments; activation, % at 7.2 µM; AID 493008; P19429+P45379; 0.24% of 340,000 active; IANBD-labeled TnC RTF fluorescence at EC20 calcium; 0% EC20 calcium, 100% full calcium;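 active means activation above the mean over all tested compounds plus 3 SD, cut at about 30% in these data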;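 further: rise in fluorescence read as greater calcium sensitivity of cardiac thin filaments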
LANA DNA inh: blocks KSHV LANA C-terminal domain binding to DNA; inhibition, % at 9 µM; 0.078% of 340,000 active; MBP-C-LANA/FAM-LBS DNA binding, fluorescence polarization;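 active means highest replicate inhibition at or above 60% at 9 µM, even if other replicates fall short; inactive means all replicates below 60% inhibition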;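 further: 0% = neutral control wells and 100% = 4 µM acridine orange control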
The depositor's hits bear a star; i = inactive; / = no result given. Rows are unselected; overall some 1.6% were active at least once.

smiles	Rtt109 HAT inh	PKA-R2B activ	SR-BI DiI-HDL act	CAL PDZ FP-1	Cardiac RTF inh	Keap1 Nrf2 FP	CAL PDZ FP-2	DAGLB inhibitor	RTF Ca sens act	LANA DNA inh
CC1=C(C(=O)Nc2cccc(C(=O)N3CCC(C(N)=O)CC3)c2)SCCO1	1	3	7	-2.7	-1	-2	-4	0	1	0.1
Cc1ccc(NC(C(=O)c2ccccc2)c2ccccc2)cc1 (centres undefined)	-10	5	3	0.9	-4	-4	-1	-4	-3	-1.0
COc1ccc(Cl)cc1S(=O)(=O)Nc1cccc(C(=O)O)c1	4	-8	30	-1.2	-5	6	/	0	3	1.7
Nc1cccc2c(=O)[nH][nH]c(=O)c12	9	i	5	-1.0	i	i	1	3	i	1.0
O=C(CC(Nc1ccc(F)cc1)C(=O)OCC(=O)c1cccs1)c1ccccc1 (centres undefined)	-5	-9	30	-1.0	-3	0	-1	0	-2	-1.8
Cc1cccc(CCN2CCN=C2Nc2ccccc2)c1	-3	-1	11	-1.6	6	1	1	0	-3	0.2
O=C(COc1ccc2c(-c3ccccc3)cc(=O)oc2c1)N[C@@H](Cc1c[nH]c2ccc(O)cc12)C(=O)O	1	5	8	0.2	-3	-4	0	1	7	0.8
COc1ccc(O)c(-c2[nH]ncc2C(=O)c2cccc(C)c2)c1	5	-5	6	-0.6	2	-2	7	3	5	0.0
O=[N+]([O-])c1cccc(-c2ccc3nnc(SCc4ccccn4)n3n2)c1	2	-5	/	-0.6	-11	-1	-4	-1	3	-0.6
COc1ccc(C(C(=O)NC2CCCCC2)N(CC2CCCO2)C(=O)C2COc3ccccc3O2)cc1OC (centres undefined)	-5	-14	3	0.7	-9	1	1	2	-1	-2.1
O=C(NC(Cc1ccccc1)C(=O)O)OCC1c2ccccc2-c2ccccc21 (centres undefined)	-15	-13	1	-1.1	1	-1	-4	4	-8	3.2
O=C(N/N=C/c1ccc(-c2ccc(S(=O)(=O)Nc3ncccn3)cc2)o1)c1cc2ccccc2cc1O	-9	-8	-11	-6.3	15	3	-7	22	-18	2.2
OCC(O)/C=N/Nc1nc(Nc2ccccc2)nc(Nc2ccccc2)n1 (centres undefined)	8	-6	4	-1.6	4	2	6	2	-6	4.3
Cc1cc(NC(=O)c2ccc(Cl)c(S(=O)(=O)N3CCCCC3)c2)no1	-10	-2	-4	-2.2	0	-6	-2	-4	-4	1.1
Cc1cc(C(=O)N2CCCC(N3CCN(c4ccc(F)cc4)CC3)C2)no1 (centres undefined)	-2	8	5	-1.1	-1	2	-4	3	-8	-1.1
O=C(NC12CC3CC(CC(C3)C1)C2)c1ccco1	2	1	11	28	-1	0	0	-1	-1	0.1
O=C(Nc1ccccc1)C1=C[C@@H](c2ccc(Br)cc2)C[C@@H](OCc2ccc(CO)cc2)O1	-7	-2	-22	-0.2	0	0	-3	-5	-3	-0.5
Cc1ccc(C(=O)Nc2nc3c(s2)CCCC3)o1	-33	-5	-8	-1.4	-5	-2	-2	0	-1	-1.8
CCOC(=O)c1cnc2ccc(OCC)cc2c1N1CCN(c2ccccc2)CC1	-24	3	-22	-0.6	7	-2	5	-3	-9	0.5
O=C(NC1CCCc2ccccc21)N[C@@H](Cc1ccccc1)C(=O)O (some centres undefined)	2	6	16	-0.9	-5	-2	-7	4	-2	1.8
Cc1nn(-c2ccccc2)c(C)c1C(=O)OC(C)C(=O)NC1CCCCC1C (centres undefined)	-3	-9	3	-0.5	1	3	-1	-1	0	1.6
CC1C/C(=N\NC(=O)c2ccc([N+](=O)[O-])cc2)CC(C)(C)C1 (centres undefined)	6	6	/	-1.0	-7	-5	6	1	-3	0.3
COC(=O)[C@@H](Cc1c[nH]c2ccccc12)NC(=O)CCC(=O)c1ccc(F)cc1	11	2	-4	-0.7	-6	-3	-4	1	-6	0.4
N#Cc1c(Cl)nsc1NCCN1CCOCC1	11	6	-5	1.6	-1	0	4	-3	1	-0.8
O=C(C=NNc1ccccc1)c1ccccc1	-4	-2	-3	-0.2	-6	-4	18	0	5	-0.9
COc1ccc(C(C)(C)NC(=O)C2CCC(=O)N(C3CCCC3)C2)cc1OC (centres undefined)	-5	-1	4	0.3	-11	1	-5	2	0	0.1
N#Cc1c(-c2cccnc2)c2c([nH]c1=O)-c1ccccc1OC2	0	-2	8	-2.3	-3	-4	/	1	-5	4.7
CC(=O)c1ccc(OCCCC(=O)NNC(=O)c2ccccn2)cc1	3	-2	16	0.0	-3	-2	-3	0	-5	-2.6
CCN1CC(CN(C)Cc2nc(-c3ccc(C(F)(F)F)cc3)oc2C)CC1=O (centres undefined)	/	-2	-23	-1.6	11	-5	-5	-1	-7	0.5
COc1ccc(/C=N\NC(=O)c2ccc(=O)[nH]n2)cc1O	-4	-6	29	-1.0	-15	-2	0	-2	2	-2.4
O=C(CSc1nnc2n1CCCN2C(=S)Nc1ccc(Cl)cc1)c1ccccc1	8	-13	-7	-0.6	-3	-4	/	-1	-1	-1.0
Cc1noc(C)c1COC(=O)c1ccc2ccccc2n1	-4	-10	-4	-3.6	2	2	4	-3	-4	0.5
Cc1onc(-c2ccccc2)c1C(=O)Nc1sccc1C#N	-1	1	-3	-2.3	-18	-22	-5	-1	4	-4.2
CC(C)Cn1c(SC(C)C(=O)Nc2ccc3c(c2)OCCO3)nc2ccccc2c1=O (centres undefined)	-2	-8	-15	0.2	0	-1	-2	-8	0	0.6
O=c1[nH]cnc2scc(-c3ccc(-c4ccccc4)cc3)c12	-3	12	-14	-3.8	-5	3	-1	1	-1	-0.7
CN(C(=O)c1ccc2c(c1)OCO2)C1CCS(=O)(=O)C1 (centres undefined)	-12	-13	8	-2.6	-7	-4	-3	-1	3	-0.3
CCc1ccc(C2=C/C(=C/c3cccnc3)C(=O)O2)cc1	-13	1	-6	-0.4	-24	-1	-2	0	5	-0.3
CC(=O)Nc1ccc(NC(=O)CCCCCN2C(=O)c3ccccc3C2=O)cc1	-6	-3	22	-0.1	-10	-4	10	-5	3	-1.2
O=[N+]([O-])c1ccccc1/C=C/C=N/n1c(-c2ccc(Cl)cc2)n[nH]c1=S	-6	9	4	-2.5	-5	-1	-6	10	-8	0.1
CC1CCc2sc(C(=O)N3CCN(c4ncccn4)CC3)cc2C1 (centres undefined)	6	5	-6	-1.5	1	-2	-1	-10	-5	-1.2
CCCc1cc(=O)oc2c(C)c(OCC(=O)Nc3ccc(CN4CCOCC4)cc3)ccc12	16	1	-28	-1.0	-5	-5	-2	-5	-1	-0.5
CC(C)CCN1CCN(Cc2cccc(C(F)(F)F)c2)CC1CCO (centres undefined)	5	-14	/	-1.0	5	-2	2	-2	-2	-1.2
Cc1cc(Cl)ccc1Oc1ccc(C(N)=O)cc1[N+](=O)[O-]	-1	-13	6	-0.4	-4	-3	-2	0	-1	0.2
Cc1ccc(NC(=O)CN(C)S(=O)(=O)c2ccc3[nH]c(=O)oc3c2)c(C)c1	0	-5	5	-3.0	3	-4	1	2	-3	1.2
Cc1ccc(Nc2ncccc2C(=O)O)cc1C	6	-5	-1	-0.1	-3	-2	-3	4	1	-1.2
CC(C)OCC1Cn2c(nc3c2c(=O)n(C)c(=O)n3C)O1 (centres undefined)	-3	0	23	-0.6	-1	-2	1	-1	5	1.3

A different layout for part of the listing above:
Values run as follows: Rtt109 HAT inh	PKA-R2B activ	SR-BI DiI-HDL act	CAL PDZ FP-1	Cardiac RTF inh	Keap1 Nrf2 FP	CAL PDZ FP-2	DAGLB inhibitor	RTF Ca sens act	LANA DNA inh
Nc1cccc2c(=O)[nH][nH]c(=O)c12
    9	i	5	-1.0	i	i	1	3	i	1.0
O=C(CC(Nc1ccc(F)cc1)C(=O)OCC(=O)c1cccs1)c1ccccc1 (centres undefined)
    -5	-9	30	-1.0	-3	0	-1	0	-2	-1.8
Cc1cccc(CCN2CCN=C2Nc2ccccc2)c1
    -3	-1	11	-1.6	6	1	1	0	-3	0.2
O=C(COc1ccc2c(-c3ccccc3)cc(=O)oc2c1)N[C@@H](Cc1c[nH]c2ccc(O)cc12)C(=O)O
    1	5	8	0.2	-3	-4	0	1	7	0.8
COc1ccc(O)c(-c2[nH]ncc2C(=O)c2cccc(C)c2)c1
    5	-5	6	-0.6	2	-2	7	3	5	0.0
O=[N+]([O-])c1cccc(-c2ccc3nnc(SCc4ccccn4)n3n2)c1
    2	-5	/	-0.6	-11	-1	-4	-1	3	-0.6
COc1ccc(C(C(=O)NC2CCCCC2)N(CC2CCCO2)C(=O)C2COc3ccccc3O2)cc1OC (centres undefined)
    -5	-14	3	0.7	-9	1	1	2	-1	-2.1
O=C(NC(Cc1ccccc1)C(=O)O)OCC1c2ccccc2-c2ccccc21 (centres undefined)
    -15	-13	1	-1.1	1	-1	-4	4	-8	3.2
